High-throughput results: PubChem BioAssay, National Center for Advancing Translational Sciences (NCATS)
MCF10A rereplic – A quantitative high throughput screen for small molecules that induce DNA re-replication in MCF 10a normal breast cells; MCF 10A DNA re-replication, Hoechst nuclear intensity, 48 h; Potency, µM (series often up to 46.1 µM), without a hit: at the highest dose activity, positive = re-replication, most hits filed as activators; 350,000 compounds, 2.9% hits; AID 624296, 2012; also: potency is read from the fitted curve at half-maximal effect; % of control where 0% means no effect; nearly all actives have a fitted effect of over 50% in size
HT1080-NT tox – qHTS for induction of synthetic lethality in tumor cells producing 2HG: qHTS for the HT-1080-NT fibrosarcoma cell line. AID 686970, 2013. 360,000 compounds, 1.6% hits. Potency, µM (highest dose often 46.1 µM), for inactives: at the top dose activity, negative = less viability, most hits filed as cytotoxic. HT-1080-NT fibrosarcoma viability, CellTiter-Glo ATP luminescence, 48 h;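 also: NT is the 2HG producing partner of a matched IDH1 knockdown line; potency is read from the fitted curve at half-maximal effect; 0% = DMSO-treated cells and -100% = media-only wells without cells; nearly all actives have a fitted effect of over 55% in size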
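Luminescent CellTiter-Glo readout after 48 hours of compound exposure at 37 degrees C defined viability of HT-1080-NT cells. Activity was normalized to DMSO wells and cell-free media wells; concentration-response curves were fitted and assigned curve classes.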
SW480 rereplic – A quantitative high throughput screen for small molecules that induce DNA re-replication in SW480 colon adenocarcinoma cells; SW480 DNA re-replication, Hoechst DNA content imaging, 48 h; Potency, µM (doses to about 46.1 µM), inactives show at the top dose re-replication activation, hits mostly activators; 340,000 compounds, 1.8% hits; AID 624297, 2012; also: potency is read from the fitted curve at half-maximal effect; % of control where 0% means no effect; nearly all actives have a fitted effect of over 55% in size
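Hoechst fluorescence of nuclei (405 nm excitation, 500-530 nm emission) measured by plate-scanning imager after 48 hr compound exposure at 37 C; re-replication scored as increased number of nuclei with elevated intensity.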
IL1B secr inh – qHTS for Inhibitors of Inflammasome Signaling: IL-1-beta AlphaLISA Primary Screen; AID 743279, 2014; activity change, % at 57.5 µM; THP-1 LPS/ATP IL-1B secretion, AlphaLISA, 16 h; active compounds read low; 360,000 compounds, 4.7% hits; in the data active = activity change below about -50%; inconclusive = mostly about -30% to -49%; also: % is scaled to controls: 0 for no effect and ±100 for the full control effect
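THP-1 cells pretreated 1 hr with compounds (up to 57.5 uM final), then stimulated with LPS (250 ng/mL final) plus ATP (1.25 mM final); secreted IL-1B measured by AlphaLISA after 16 hr, decreased signal indicating inhibition.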
HEK293 tox – qHTS of GLP-1 Receptor Inverse Agonists: Cytotox Screen; HEK293 cAMP-luciferase reporter cells, luminescence, 24 h; 410,000 compounds, 0.13% hits; Potency, µM (series often up to 38.3 µM), without a hit: top-dose activity change, negative = inhibition, hits mostly inhibitors;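 also: loss of luciferase light is scored as toxicity; potency is read from the fitted curve at half-maximal effect; % is scaled to controls: 0 for no effect and ±100 for the full control effect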
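Quantitative HTS format, 1536 wells, 200 cells/uL seeded. Compounds: 23 nL, 24 h, 37 °C. Detection: luciferase reagent, luminescence at 12 min RT; decreased signal taken as cytotoxic.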
DRD3 agonist – qHTS of D3 Dopamine Receptor Agonist: qHTS | D3R DiscoveRx beta-arrestin cells, luminescence, 90 min | max activation, % | 410,000 compounds, 0.58% hits; in the data active = max activation above about 30%; also: 0% is about no effect; mostly tested at two doses, the higher about 12 µM
Target sequence (P35462 whole entry, looked up): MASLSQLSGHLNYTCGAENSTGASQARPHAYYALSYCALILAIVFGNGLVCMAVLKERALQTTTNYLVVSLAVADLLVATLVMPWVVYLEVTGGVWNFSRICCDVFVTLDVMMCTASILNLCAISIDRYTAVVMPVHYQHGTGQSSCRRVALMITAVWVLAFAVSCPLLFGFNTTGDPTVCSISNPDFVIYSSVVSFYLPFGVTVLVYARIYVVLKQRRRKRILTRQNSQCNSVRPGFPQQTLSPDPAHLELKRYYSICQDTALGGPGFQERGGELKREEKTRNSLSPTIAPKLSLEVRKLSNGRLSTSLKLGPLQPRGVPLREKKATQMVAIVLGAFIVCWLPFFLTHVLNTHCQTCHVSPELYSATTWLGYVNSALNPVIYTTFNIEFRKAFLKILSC
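Agonist mode: compounds and dopamine controls were applied to plated cells for 90 min at 37 degrees C after an overnight attachment at 1500 cells/well. Luminescent read-out followed 30 - 60 minutes at room temperature with DiscoveRx detection reagent.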
HT1080 IDH1KD tx – qHTS for induction of synthetic lethality in tumor cells producing 2HG: qHTS for the HT-1080-IDH1KD cell line | HT-1080 IDH1 knockdown viability, ATP luminescence, 48 h | Potency, µM (titrated, usually from 46.1 µM), inactives show at the highest dose activity, negative = toxicity, hits mostly cytotoxic | 360,000 compounds, 2% hits | AID 686971, 2013;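 also: potency is read from the fitted curve at half-maximal effect; 0% = DMSO wells and -100% = cell-free medium wells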
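Knockdown cells (IDH1KD HT-1080) received compounds 2 h after plating at 750 cells/well and were kept 48 h at 37 °C in 5% FBS RPMI. A CellTiter-Glo luminescence read gave % activity for curve fitting.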
KB-3-1 cytotox – qHTS assay for MDR1-selective chemotherapeutics: Primary screen using the parental adenocarcinoma cell KB-3-1; KB-3-1 viability, CellTiter-Glo ATP luminescence, 72 h; Potency, µM (series often up to 46.1 µM), without a hit: at the highest dose activity change, negative = cytotoxic, most hits filed as cytotoxic; 400,000 compounds, 1.4% hits; AID 1347075, 2019; also: potency is read from the fitted curve at half-maximal effect; % is scaled to controls: 0 for no effect and ±100 for the full control effect; nearly all actives have a fitted effect of over 60% in size
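72 h, 37 °C compound treatment of KB-3-1 parental cells; CellTiter-Glo added, 10 min, luminescence read. Data corrected against DMSO-only plates and normalized before curve fitting.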
KB-V1 cytotox – qHTS assay for MDR1-selective chemotherapeutics: Primary screen using the drug-selected MDR subline cells KB-V1. 400,000 compounds, 3.4% hits. AID 1347076, 2019. KB-V1 MDR cells viability, CellTiter-Glo, 72 h. Potency, µM (doses to about 46.1 µM), for inactives: top-dose activity change, negative = cytotoxicity, hits mostly cytotoxic; also: potency is read from the fitted curve at half-maximal effect; % is scaled to controls: 0 for no effect and ±100 for the full control effect; nearly all actives have a fitted effect of over 60% in size
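KB-V1, DMEM (no phenol red) + 10% FBS; cpd pin-transferred, titration series; 72 h, 37 degrees C; CellTiter-Glo, luminescence. Data normalized, curve-fit.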
* = called active by the depositor; u = inconclusive; x = no result given; & = joins results of further samples; [ ] = remark or other dose. Unless noted, calls follow the shape of the dose curve; as a rule, active = well fitted curve in the direction sought with a large enough effect; inconclusive = small, poorly fitted or top-dose-only effect, or another doubt; inactive = no such curve, though single readings can be large; an effect the other way counts as inactive or inconclusive.

1) COc1ccc2c(CN(Cc3ccccc3)Cc3ccccc3)cc(=O)oc2c1
2) COc1ccc(C(=O)c2ncc(C(F)(F)F)cc2Cl)cc1
3) O=C1CN(S(=O)(=O)c2ccccc2Cl)CCN1
4) Clc1ccc(-c2ccc(-c3nn4c(-c5ccco5)nnc4s3)o2)cc1
5) Oc1ccccc1/C=N/c1c(-c2ccco2)nc2ccccn12
6) Cc1ccc(SCC(=O)Nc2cc(S(=O)(=O)N3CCCCC3)ccc2C)cc1
entry no.	1	2	3	4	5	6
HT1080-NT tox	-18.7%	12.1%	-0.2%	-2.5%	-12.5%	3.3%
KB-3-1 cytotox	0.1%	0.3%	u	6.1%	-22.1%	0.0%
DRD3 agonist	-3.9	2.4	0.0	6.1	-0.1	-0.1
SW480 rereplic	x	4.1%	1.3%	24.0%	0.0%	3.8%
HEK293 tox	2.4%	7.1%[7.66 µM]	-1.4%	7.2%	33.7%	-1.7%
IL1B secr inh	24.7	-1.6	2.6	-16.8	11.5	-24.7
HT1080 IDH1KD tx	-17.0%	11.2%	2.0%	-8.5%	-13.6%	5.4%
MCF10A rereplic	x	1.3%	-0.7%	u	6.4%	2.1%
KB-V1 cytotox	12.6%	-5.0%	2.1%	-7.5%	u	-24.1%

7) CC(C)Cn1cc(C(=O)N2CCN(c3ccccn3)CC2)c2c3ccccc3n(C)c2c1=O
8) CCN1/C(=C/c2ccc3cc(C)cc(C)c3[n+]2CC)Sc2cc(C)ccc21
9) O=C(Nc1ccc(Nc2ccccc2)cc1)c1c(Cl)cccc1Cl
10) CC(Oc1cccc([N+](=O)[O-])c1)C(=O)NCCC1=CCCCC1 (stereo not drawn)
11) Clc1ccc(OCCNCCc2ccccc2)cc1
12) COc1ccc(C2CCCN2C(=S)Nc2cccc(C)c2)cc1OC (stereo not drawn)
entry no.	7	8	9	10	11	12
HT1080-NT tox	-4.2%	7.31µM*	-20.3%	6.8%	-13.3%	-14.8%
KB-3-1 cytotox	-21.0%	-6.5%	-19.0%	-11.0%	3.6%	-1.2%
DRD3 agonist	-0.2	-12.1	3.2	-5.7	11.1	4.2
SW480 rereplic	11.4%	0.1%	1.0%	-10.7%	0.8%	-5.0%
HEK293 tox	-20.0%	u	-22.8%	-19.8%	0.0%	-7.1%
IL1B secr inh	-5.5	-97.4*	-87.5*	9.7	-53.0*	-24.3
HT1080 IDH1KD tx	u	u	u	-6.1%	-9.0%	-5.8%
MCF10A rereplic	4.2%	5.8µM*	23.1µM*	4.8%	17.9%	10.6%
KB-V1 cytotox	u	-27.3%	-1.2%	u	-6.0%	-5.5%

13) Cc1ccc(C)c(N2CCN(CC(=O)Nc3ccc4[nH]c(=O)[nH]c4c3)CC2)c1
14) CCOc1cc(C#N)c(NC(=O)c2cccc(S(=O)(=O)N3CCOCC3)c2)cc1OCC
15) Cc1nnc(SCC(=O)Nc2ccc3c(c2)OCO3)s1
16) Cc1nnc(SC(C)C(=O)N(C)C2CCCCC2)n1N (stereo not drawn)
17) Cc1cc(S(=O)(=O)N2CCCC2C(=O)N2CCOCC2)c(C)cc1Cl (stereo not drawn)
18) Cc1nn(CC(=O)NCc2ccccc2Cl)c(=O)c2nn(-c3ccccc3)c(C)c12
entry no.	13	14	15	16	17	18
HT1080-NT tox	-11.3%	x	-6.2%	-3.1%	6.5%	x
KB-3-1 cytotox	-10.5%	0.0%	-4.8%	u	4.5%	0.6%
DRD3 agonist	2.5	-2.4	1.8	0.1	2.9	0.9
SW480 rereplic	-14.0%	x	7.4%	-8.9%	0.3%	x
HEK293 tox	-20.6%	5.4%	3.5%	6.5%	-16.7%	4.6%
IL1B secr inh	-4.6	x	-9.3	-4.8	-21.0	x
HT1080 IDH1KD tx	-0.4%	x	1.3%	-0.3%	-4.5%	x
MCF10A rereplic	0.0%	x	14.6%	0.1%	-3.3%	x
KB-V1 cytotox	-2.8%	-13.8%	-1.8%	-9.9%	-0.7%	-1.3%

19) CCOC(=O)c1c(C)nc2sc3c(c2c1-c1ccc(OC)cc1)NC(c1ccccc1)NC3=O (stereo not drawn)
20) Cc1ccc(S(=O)(=O)N(C)Cc2ccc(C(=O)N/N=C3\CC(=O)CC(C)(C)C3)cc2)cc1
21) Cc1noc(C)c1-c1ccc(C(=O)Nc2ccccc2)c2occc12
22) COc1ccc(C2CC(C(F)(F)F)n3nc(C(=O)O)cc3N2)cc1 (stereo not drawn)
23) COc1cc2nc3n(c(=O)c2cc1OC)-c1cc2ccccc2cc1C(=O)NC3Cc1ccccc1 (stereo not drawn)
24) Cc1ccc(N2CCN(S(=O)(=O)c3ccc(F)cc3)CC2)c(C)c1
entry no.	19	20	21	22	23	24
HT1080-NT tox	-16.8%	11.1%	-15.6%	7.1%	-18.6%	-5.5%
KB-3-1 cytotox	-1.3%	-1.1%	-4.1%	8.0%	-17.7%	-2.1%
DRD3 agonist	-8.3	5.1	2.2	6.3	1.8	-13.3
SW480 rereplic	18.0%	-4.8%	x	-9.8%	x	-0.2%
HEK293 tox	144.0%[activator]	2.2%	-9.7%	0.2%	-17.9%	-8.5%
IL1B secr inh	81.1	6.9	-5.2	48.9	3.9	-3.5
HT1080 IDH1KD tx	-2.0%	12.4%	u	4.5%	-22.9%	-15.6%
MCF10A rereplic	u	u	x	-1.7%	x	-2.5%
KB-V1 cytotox	-14.9%	7.6%	u	-10.1%	-11.1%	6.5%

The closing four records of the part before come first, to join the parts:
21) Cc1noc(C)c1-c1ccc(C(=O)Nc2ccccc2)c2occc12
22) COc1ccc(C2CC(C(F)(F)F)n3nc(C(=O)O)cc3N2)cc1 (stereo not drawn)
23) COc1cc2nc3n(c(=O)c2cc1OC)-c1cc2ccccc2cc1C(=O)NC3Cc1ccccc1 (stereo not drawn)
24) Cc1ccc(N2CCN(S(=O)(=O)c3ccc(F)cc3)CC2)c(C)c1
25) CCCCC(=O)Nc1cccc(-c2nc3ncccc3o2)c1
26) Cc1cccn2c(=O)c(C(=O)NCCc3ccc(S(N)(=O)=O)cc3)c(O)nc12
27) CCN(C(=O)Cc1c(C(=O)O)c(C)cn1C)c1cccc(Cl)c1
28) CC(=O)c1c(C)[nH]c(C(=O)OCC(=O)Nc2cc(S(=O)(=O)N3CCCCC3)ccc2C)c1C
29) CCOc1ccc(N(CC)C(=O)c2nn(-c3ccc(OC)cc3)c(=O)c3c2c2ccccc2n3C)cc1
30) O=C(NNC(=O)c1ccccc1Cl)c1cccnc1
entry no.	21	22	23	24	25	26	27	28	29	30
HT1080-NT tox	-15.6%	7.1%	-18.6%	-5.5%	5.1%	x	x	2.2%	7.3%	2.5%
KB-3-1 cytotox	-4.1%	8.0%	-17.7%	-2.1%	9.7%	19.0%	-4.4%	-20.6%	-5.3%&-0.9%	5.8%
DRD3 agonist	2.2	6.3	1.8	-13.3	18.5	-10.8	6.2	-7.5	-4.4&4.4	3.4
SW480 rereplic	x	-9.8%	x	-0.2%	-7.5%	x	x	8.0%	2.0%	-25.5%
HEK293 tox	-9.7%	0.2%	-17.9%	-8.5%	0.8%	1.0%	0.8%	-3.3%	0.2%&2.0%	5.5%
IL1B secr inh	-5.2	48.9	3.9	-3.5	-24.8	x	x	45.7	25.9	9.3
HT1080 IDH1KD tx	u	4.5%	-22.9%	-15.6%	-1.3%	x	x	4.0%	10.3%	5.7%
MCF10A rereplic	x	-1.7%	x	-2.5%	13.2%	x	x	3.5%	-12.3%	0.4%
KB-V1 cytotox	u	-10.1%	-11.1%	6.5%	u	15.3%	19.6%	9.2%	2.2%&6.9%	5.2%

31) NS(=O)(=O)c1ccc(N=Nc2c(=O)[nH]n3c(=O)c4c([nH]c23)CCCC4)cc1
32) CCOC(=O)C1(Cc2ccccc2C)CCCN(Cc2cc(OC)c(O)c(OC)c2)C1 (stereo not drawn)
33) COc1cccc(N2CCN(c3ccc4nnc(CCC(=O)Nc5ccccc5OC)n4n3)CC2)c1
34) CC(C)Cn1c(N)c(C(=O)COC(=O)c2cccnc2Cl)c(=O)n(C)c1=O
35) COc1ccc(/C=N/NC(=O)C(=O)NCC2CCCO2)cc1 (stereo not drawn)
36) Cc1[nH]ncc1N=Cc1ccc([N+](=O)[O-])cc1
37) COC(=O)/C(=C\Nc1ccc(Cl)cc1Cl)NC(=O)c1ccc(Cl)cc1Cl
38) CC(C)(C)n1nnnc1C(c1cccs1)N1CCN(c2ccccc2)CC1 (stereo not drawn)
39) CCCN1C(=O)/C(=C/c2ccncc2)SC1=S
entry no.	31	32	33	34	35	36	37	38	39
HT1080-NT tox	11.0%	-8.8%	-0.4%	7.3%	11.1%	1.2%	u	1.6%	0.0%
KB-3-1 cytotox	u	18.4%	2.3%	-1.3%	4.7%	0.3%	u	-6.6%	0.2%
DRD3 agonist	6.6	8.5	-2.4	1.5	3.2	-0.5	2.3	3.2	3.2
SW480 rereplic	-4.9%	-1.6%	-5.6%	-0.8%	-22.7%	10.8%	18.8%	7.3%	-3.0%
HEK293 tox	u	19.8%	-12.9%	6.3%	1.1%	-36.1%	4.4%	1.0%	17.3%
IL1B secr inh	40.1	32.0	u	21.0	6.4	28.9	u	-11.9	0.4
HT1080 IDH1KD tx	-1.1%	-11.0%	-5.6%	8.8%	0.7%	0.9%	u	-0.1%	12.3%
MCF10A rereplic	-8.4%	-4.0%	-3.2%	0.9%	-0.6%	-0.6%	11.6µM*	11.7%	5.1%
KB-V1 cytotox	u	-22.9%	-15.2%	-12.9%	3.8%	-0.7%	u	u	25.3%
